MBD2 DNA inh: inhibitors of MBD2 binding to methylated DNA, primary screen, biochemical, TR-FRET, DNA-binding domain, human; Methyl-CpG-binding domain protein 2 (Homo sapiens), Q9UBB5; MBD2 binding to methylated oligonucleotide; inhibition, % at 4.4 µM; actives 0.31% (n = 370,000); in the data active means inhibition above about 13%
PLCb3 inh: human PLC-beta3 inhibitors, primary screen, biochemical, fluorescence; actives 0.18% (n = 370,000); Purified PLC-beta3, fluorogenic substrate; AID 720704, 2013; 1-phosphatidylinositol 4,5-bisphosphate phosphodiesterase beta-3 (Homo sapiens), Q01970; inhibition, % at 12.2 µM; in the data active means inhibition above about 11%;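 further: 0% = median of compound wells on plate and 100% = full blocker control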
ASAP1 GAP inh: inhibitors of human ASAP1 ArfGAP activity, primary screen, biochemical, fluorescence polarization; AID 624377, 2012; Arf-GAP with SH3 domain, ANK repeat and PH domain-containing protein 1 (Homo sapiens), …; ASAP1-stimulated ARF1 GTP hydrolysis, GDP FP detection; actives 0.19% (n = 360,000); inhibition, % at 16.5 µM; in the data active means inhibition above about 25%;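 further: 0% = vehicle with enzyme and substrate and 100% = no enzyme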
PLCg1 inh: PLC-gamma1 enzyme inhibitors, primary screen, biochemical, fluorescence, purified enzyme | 1-phosphatidylinositol 4,5-bisphosphate phosphodiesterase gamma-1 (Homo sapiens), P19174 | fluorogenic substrate | inhibition, % at 12.2 µM | actives 0.84% (n = 370,000); in the data active means inhibition above about 9.5%
ADAM17 inh: ADAM17 inhibitors, primary screen, biochemical, QFRET; actives 0.83% (n = 370,000); inhibition, % at 6.95 µM; Disintegrin and metalloproteinase domain-containing protein 17 (Homo sapiens), P78536; recombinant ADAM17, EDANS/DABCYL FRET peptide cleavage;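 active means inhibition above the mean of compounds lying between control limits plus 3 SD, set per campaign, cut at about 8.5% in these data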;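 further: 0% = DMSO-only wells as the low control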
UHRF1 MBD2 ctr: UHRF1 methylated DNA binding inhibitors, primary screen, counter-screen for MBD2 inhibitor project, biochemical, TR-FRET, human UHRF1, single concentration; E3 ubiquitin-protein ligase UHRF1 (Homo sapiens), Q96T88; inhibition, % at 4.4 µM; UHRF1 binding to methylated oligo; actives 0.75% (n = 370,000); in the data active means inhibition above about 21%;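 further: UHRF1 SRA domain binding a hemimethylated CpG hairpin DNA probe; 0% = median of test compound wells and 100% = reference inhibitor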
Target sequence (Q96T88 whole entry, looked up, the tested form may be a part): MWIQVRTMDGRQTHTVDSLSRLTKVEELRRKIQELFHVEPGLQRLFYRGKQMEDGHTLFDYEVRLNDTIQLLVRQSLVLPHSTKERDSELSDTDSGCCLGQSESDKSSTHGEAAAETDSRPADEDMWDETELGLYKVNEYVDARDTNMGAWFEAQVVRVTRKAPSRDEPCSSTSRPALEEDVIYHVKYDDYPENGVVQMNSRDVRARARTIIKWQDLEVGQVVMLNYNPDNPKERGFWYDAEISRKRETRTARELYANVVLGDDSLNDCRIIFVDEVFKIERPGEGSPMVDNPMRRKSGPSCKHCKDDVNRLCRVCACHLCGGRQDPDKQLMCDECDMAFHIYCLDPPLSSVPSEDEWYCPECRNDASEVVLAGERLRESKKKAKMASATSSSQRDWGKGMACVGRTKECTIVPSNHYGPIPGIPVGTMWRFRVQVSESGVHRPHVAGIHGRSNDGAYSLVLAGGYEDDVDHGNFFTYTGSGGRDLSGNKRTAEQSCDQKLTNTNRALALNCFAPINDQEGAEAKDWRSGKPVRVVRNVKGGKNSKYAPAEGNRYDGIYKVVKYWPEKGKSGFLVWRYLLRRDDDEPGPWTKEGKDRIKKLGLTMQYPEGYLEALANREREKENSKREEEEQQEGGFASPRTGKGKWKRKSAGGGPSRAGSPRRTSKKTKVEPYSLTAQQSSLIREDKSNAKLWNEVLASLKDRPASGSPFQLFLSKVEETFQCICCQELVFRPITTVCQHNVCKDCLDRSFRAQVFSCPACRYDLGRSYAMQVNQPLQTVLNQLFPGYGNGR
Tn6 DDE FP: inhibitors of Tn6 peptide binding to fibrin DD(E), primary screen, biochemical, fluorescence polarization, human fibrin, Tn6 probe | Fibrin DD(E) TRITC-Tn6 fluorescence polarization displacement | inhibition, % at 8.3 µM | actives 0.21% (n = 370,000);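 active means inhibition above a per-campaign cutoff: mean of compounds within control limits plus 3 SD, cut at about 15% in these data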;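 further: 0% = median of all compound wells on the plate and 100% = blocking peptide control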
ARFGAP1 inh: inhibitors of rat ARFGAP1 GAP activity, primary screen, biochemical, fluorescence polarization, GDP tracer. ADP-ribosylation factor GTPase-activating protein 1 (Rattus norvegicus), Q62848. Arfgap1-stimulated ARF1 GTP hydrolysis, GDP FP detection. inhibition, % at 16.5 µM. actives 0.26% (n = 360,000);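 active means inhibition above a per-plate limit, mean inhibition of low control wells plus 3 SD, cut at about 25% in these data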;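 further: 0% = DMSO wells with enzyme and 100% = wells lacking Arfgap1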
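Assay system: purified rat His6-Arfgap1 residues 1-136 (GAP domain); Reagent: human Δ17 ARF1 bound to GTP; Dosing: 16.5 µM single point, 1.26% DMSO; Times: GTP hydrolysis reaction 2 h at 25 °C; Signal: FP, GDP Alexa 633 tracer displaced from anti-GDP antibody, 620/688 nm; Measure: % inhibition from polarization.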
DDE Tn7 FP inh: inhibitors of Tn7 peptide binding to fibrin DD(E), primary screen, biochemical, fluorescence polarization, human fibrin, Tn7 probe; inhibition, % at 8.3 µM; FP displacement of FITC-Tn7 peptide from fibrin DD(E); 0% = median of compound wells per plate; Fibrinogen beta chain (Homo sapiens), P02675; AID 720508, 2013; actives 0.13% (n = 370,000);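 active means inhibition above the mean of compounds falling within the control limits plus 3 SD of them, cut at about 14% in these data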;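 further: 0% = plate median of compound wells and 100% = 10 µM Aha-Tn7 peptide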
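Assay system: human fibrin DD(E). Input: DD(E) 2 µM final. Medium: Tris buffer with calcium and detergent, pH 7.8. Compound dosing: single point at 8.3 µM. Timing: 10 min plus 3 h, room temperature. Technique: fluorescence polarization of the labelled Tn7 tracer. Read-out: percent inhibition. Replicates: singlicate testing.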
proKLK7 act: proKLK7 zymogen activators, primary screen, biochemical, fluorescence intensity | actives 0.9% (n = 370,000) | purified proKLK7, EDANS-DABCYL substrate fluorescence; 100% is mature enzyme control, 0% vehicle | activation, % at 7 µM;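 active means activation above the mean of all tested compounds plus 3 SD, computed per campaign excluding outliers beyond control limits, cut at about 13% in these data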
Target sequence (P49862 whole entry, looked up): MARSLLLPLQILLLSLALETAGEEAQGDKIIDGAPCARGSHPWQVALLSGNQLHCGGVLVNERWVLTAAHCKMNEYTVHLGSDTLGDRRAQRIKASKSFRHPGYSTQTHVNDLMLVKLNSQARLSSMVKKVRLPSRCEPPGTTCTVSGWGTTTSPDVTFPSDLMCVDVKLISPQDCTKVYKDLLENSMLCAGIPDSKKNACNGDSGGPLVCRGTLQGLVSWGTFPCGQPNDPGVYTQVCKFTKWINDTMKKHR
The depositor's hits bear a star; . = no result given. Outcome played no part in choosing rows, and some 4.1% of all compounds hit somewhere here.

Compound	proKLK7 act	ASAP1 GAP inh	UHRF1 MBD2 ctr	ADAM17 inh	ARFGAP1 inh	PLCb3 inh	DDE Tn7 FP inh	PLCg1 inh	MBD2 DNA inh	Tn6 DDE FP
CC(=O)N[C@@H](CS)C(=O)O	0.8	12	0	-2	-1	-2	6	0	-4	3
CC(C)N(Cc1cc2ccccc2[nH]c1=O)C(=O)c1cccnc1	-0.3	11	2	-5	-3	-1	5	-1	-9	4
COc1ccc(/C=C/c2nnc(NC(=O)C(C)C)s2)cc1	-58	0	-3	-73	4	-94	6	-66	-6	0
O=c1c(OC2OC(CO)C(O)C(O)C2O)c(-c2ccc(O)c(O)c2)oc2cc(O)cc(O)c12 (configuration not stated)	-0.5	-5	-4	2	0	3	0	4	-5	-2
Cc1ccc(Nc2nc3ccccc3n3cnnc23)cc1C	-0.7	-21	1	-3	3	-17	2	-10	1	-5
O=C(c1cc(-c2ccccc2)on1)N1CCN(Cc2ccc3c(c2)OCO3)CC1	0.1	16	0	0	1	2	2	1	1	2
CCC(C)c1ccccc1OCCCNC1CCCC1 (configuration not stated)	-0.2	-2	0	3	-4	-1	1	6	3	8
NC(=O)CN1CCOCCOCCN(CC(N)=O)CCOCC1	0.7	-13	11	-2	9	-2	4	-2	-4	-5
CC1CCCCC1NC(=O)COC(=O)c1ccc2ncsc2c1 (configuration not stated)	0.6	-14	-3	-1	-13	-1	-4	2	-4	4
Cc1ccccc1S(=O)(=O)N1C(c2ccc(Cl)cc2)CC=C(C(=O)O)C1c1cccc(Cl)c1 (configuration not stated)	0.3	-13	2	6	-3	-3	-2	4	0	0
COc1ccc(NC(=O)C2CCCN2C(=O)NC2CCCCC2)cc1OC (configuration not stated)	0.3	1	0	1	-4	0	3	-1	-1	4
CCc1ccc(NC(=O)c2ccnc(C(C)(C)C)c2)cc1	0.4	2	3	-3	-1	-3	-1	-1	2	-5

Later entries
Compound	proKLK7 act	ASAP1 GAP inh	UHRF1 MBD2 ctr	ADAM17 inh	ARFGAP1 inh	PLCb3 inh	DDE Tn7 FP inh	PLCg1 inh	MBD2 DNA inh	Tn6 DDE FP
O=C(CNC(=O)c1ccccc1)OCCCOC(=O)CNC(=O)c1ccccc1	0.2	-4	0	0	6	-3	-2	-2	-1	-4
CCC(C(=O)Nc1cnccn1)c1ccccc1 (configuration not stated)	-0.1	-16	1	-3	8	2	4	0	4	-4
Cc1nn(-c2ncc(C(F)(F)F)cc2Cl)c(=O)n1-c1c(F)cccc1F	-0.1	6	4	2	5	1	-2	2	-1	1
CC(C)c1ccc(/C=C/C(=O)NCCCc2ccccc2)cc1	-0.1	-6	-4	6	9	-4	-4	-3	-2	-5
O=C(NCc1cccc(Cl)c1)c1ccncc1	-0.1	-12	-3	-1	-4	-3	-3	-1	0	4
O=C(O)CC1S/C(=N\N=C/c2ccccc2O)N(c2ccc(O)cc2)C1=O (configuration not stated)	-24	0	-1	-8	-9	-94	8	-73	3	-1
O=C(O)c1cc2c(ncc3c(=O)n(-c4ccccc4)[nH]c32)s1	-7.8	-1	5	-2	3	-178	-6	-118	-4	-8
CCOC(=O)C1C(=O)OC(C)(C)C1C(C)C(=O)c1ccccc1 (configuration not stated)	0.1	13	-1	-2	-4	4	-4	0	0	-2
COc1cc(NC(=O)N[C@@H](Cc2ccccc2)C(=O)O)cc(OC)c1	0.2	-18	9	-1	9	1	-1	-3	4	-4
C[C@H](CO)N1C[C@H](C)[C@@H](CN(C)S(=O)(=O)c2cccs2)Oc2c(NC(=O)C3CC3)cccc2C1=O	-0.7	0	-1	-5	3	-1	2	0	-1	4
COc1ccc(NC(=O)C2(C)Cc3c(-c4ccc5c(c4)OCO5)ccnc3O2)cn1 (configuration not stated)	0.4	3	2	-4	17	6	-9	9	-6	-5
Cc1cccc(N2CCN(C(=O)C3CCC(=O)N(Cc4ccccc4F)C3)CC2)c1C (configuration not stated)	0.2	3	-2	1	-3	-7	6	1	-8	8

The listing continues:
Compound	proKLK7 act	ASAP1 GAP inh	UHRF1 MBD2 ctr	ADAM17 inh	ARFGAP1 inh	PLCb3 inh	DDE Tn7 FP inh	PLCg1 inh	MBD2 DNA inh	Tn6 DDE FP
COC(=O)c1cnc(Nc2cccc(C(F)(F)F)c2)c([N+](=O)[O-])c1	0.0	-4	0	0	5	-1	-4	-1	2	2
CC(C)(C#N)N([O-])C=C[N+](=O)C(C)(C)C#N	-0.7	6	-1	-1	12	-4	-4	-4	-8	-1
O=C(COc1ccccc1)N/N=C/c1sc(=O)n(Cc2cccc(C(=O)O)c2)c1Cl	-0.4	-13	6	1	4	-9	8	-3	-6	8
COc1ccc(Br)cc1C(=O)Nc1nnn(C)n1	-0.1	9	2	-3	6	2	0	0	2	-5
CS(=O)(=O)N1N=C(c2ccco2)CC1c1ccc(Cl)cc1 (configuration not stated)	0.5	-2	1	-3	8	-2	0	-5	4	-1
COc1cccc(NC(=O)Cn2c(=O)n(-c3cc(OC)c(OC)c(OC)c3)c(=O)c3ccccc32)c1	-0.1	-13	-4	0	-8	-3	4	3	1	0
Clc1ccc(-n2c(COc3ccccc3)nnc2SCc2nc3ccccc3[nH]2)cc1	0.3	.	-1	2	.	-2	9	-1	4	-4
O=C(CCc1ccccc1)NCCS(=O)(=O)N1CCN(c2ccccc2)CC1	0.5	-4	2	0	8	-56	4	0	3	2
FC(F)(F)c1cccc(NC(=S)NC2CCCC2)c1	0.7	5	-5	2	0	3	-3	5	-2	4
Cc1cc(N2CC(C)OC(C)C2)n2cc(-c3ccccc3)nc2n1 (configuration not stated)	6.5	-13	-2	-154	-7	-187	4	-143	3	-3
COc1cccc(C(=O)Nc2cc(OC)ccc2NC(=O)c2ccco2)c1	-0.5	9	-1	-4	17	-3	-2	-2	2	0
C[C@H](CO)N1C[C@H](C)[C@@H](CN(C)Cc2ccc3c(c2)OCO3)Oc2c(NC(=O)Cc3ccccc3)cccc2C1=O	0.6	-9	14	0	-8	2	-4	1	7	1

Next records follow:
Compound	proKLK7 act	ASAP1 GAP inh	UHRF1 MBD2 ctr	ADAM17 inh	ARFGAP1 inh	PLCb3 inh	DDE Tn7 FP inh	PLCg1 inh	MBD2 DNA inh	Tn6 DDE FP
CCOC(=O)c1cc(NC(=O)N(C(C)C)C2CCCCC2)c(C)nc1C	0.2	12	-1	-7	18	-18	-1	-5	2	3
O=C1CCCC2=C1C(c1ccncc1)Nc1ccccc1N2 (configuration not stated)	4.3	-1	1	-7	-5	-114	2	-83	-3	0
C[C@@H]1COC(=O)[C@@H](Cc2ccc(F)cc2)C/C=C\C[C@@H](CC(=O)N[C@H](CO)Cc2ccccc2)C(=O)N1	0.4	12	0	0	-2	5	7	2	-5	2
NS(=O)(=O)c1ccc(NC(=O)COC(=O)COc2ccc3ccccc3c2)cc1	-0.2	-1	-4	3	7	-6	4	-1	-2	5
CC(C)NC(=O)C1CCCN(c2nnc(-n3cccc3)s2)C1 (configuration not stated)	0.4	-1	1	0	8	3	-1	0	-4	-4
CCOP(=O)(OCC)/C(=N/OC(=O)c1ccc(Cl)cc1Cl)C(N)=O	0.0	6	-3	1	-1	-6	-5	2	-3	1
O=C1c2cc(Cl)ccc2-c2c(O)cc(Cl)cc21	-0.9	-18	-3	2	8	-1	-8	-5	-5	-6
CC(=O)Oc1ccc(N2C(=O)[C@@H]3[C@H](C2=O)[C@H]2c4ccccc4C=NN2[C@@H]3C(C)=O)cc1	1.5	3	-1	-4	-1	-22	7	-13	-2	2
CC1(C)C(=O)OC(c2ccc([N+](=O)[O-])cc2)C(C)(C)C1=O (configuration not stated)	-0.3	0	-1	-3	7	-4	4	2	-4	8
O=C1CCN(S(=O)(=O)c2ccccc2)CCN1CCOCc1ccccc1	0.1	-8	2	-1	1	0	-2	0	-4	-6
CC(C)Oc1cccc(C(=O)C2CCCN(Cc3cnn(C(C)C)c3)C2)c1 (configuration not stated)	2.7	-13	-1	-7	12	-11	-4	-5	0	4
Cc1cc(OC(C)C(=O)NCc2ccccn2)c2c(C)c(Cc3ccccc3)c(=O)oc2c1 (configuration not stated)	-3.5	10	-3	-9	13	-17	5	-10	1	2
CCOc1ccc(N=c2cc(-c3ccc(OC)cc3)oc3ccccc23)cc1	2.6	-8	-2	-193	1	-53	0	-52	-3	3

3 consecutive entries out of the list so far:
Compound	proKLK7 act	ASAP1 GAP inh	UHRF1 MBD2 ctr	ADAM17 inh	ARFGAP1 inh	PLCb3 inh	DDE Tn7 FP inh	PLCg1 inh	MBD2 DNA inh	Tn6 DDE FP
CC(C)Oc1cccc(C(=O)C2CCCN(Cc3cnn(C(C)C)c3)C2)c1 (configuration not stated)	2.7	-13	-1	-7	12	-11	-4	-5	0	4
Cc1cc(OC(C)C(=O)NCc2ccccn2)c2c(C)c(Cc3ccccc3)c(=O)oc2c1 (configuration not stated)	-3.5	10	-3	-9	13	-17	5	-10	1	2
CCOc1ccc(N=c2cc(-c3ccc(OC)cc3)oc3ccccc23)cc1	2.6	-8	-2	-193	1	-53	0	-52	-3	3

Screening results: PubChem BioAssay, The Scripps Research Institute Molecular Screening Center
